Screening data deposited in PubChem BioAssay by several laboratories.
IDE inh = inhibitors of human insulin-degrading enzyme in cells | P14735 | HEK cells, FAbetaB cleavage, fluorescence polarization | inhibition, % at 5.59 µM | 0.41% of 320,000 active | AID 434962;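 active = percent inhibition above the average of all tested compounds plus 3 SD, set per screening campaign, cut at about 16% in these data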;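 note: IDE supplied by intact live HEK cells; FP after avidin binding of uncleaved biotin substrate so inhibition keeps polarization high; 0% = DMSO wells and 100% = 60 µM reference IDE inhibitor Ii1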
IDE cell activ = activators of human insulin-degrading enzyme in cells | P14735 | AID 493087 | activation, % at 5.96 µM | HEK cells, FAbeta-B cleavage, fluorescence polarization; 0% vehicle, 100% cell-free pure enzyme wells | 0.073% of 340,000 active;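 active = activation above the mean of all tested compounds plus 3 SD, set per screening campaign, cut at about 17% in these data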
VIM-2 inh = blocks Pseudomonas aeruginosa VIM-2 metallo-beta-lactamase; purified VIM-2, nitrocefin hydrolysis, epi-absorbance fluorescence; inhibition, % at 5.6 µM; 0.89% of 290,000 active; AID 1527;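 active = inhibition above the mean of all tested compounds plus 3 SD, cutoff set per screening run, cut at about 7.5% in these data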;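 note: red hydrolysis product quenches plate fluorescence so inhibitors raise well fluorescence; 0% = enzyme with DMSO and 100% = DMSO without enzyme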
NALP1 inh = inhibitors of NALP1 inflammasome in yeast | AID 2071 | inhibition, % at 10 µM | 0.61% of 280,000 active | S. cerevisiae NALP1/ASC/caspase-1 growth, X-gal OD620, 72 h; in the data active = inhibition mostly above about 24%, no sharp cut-off; inactive = mostly below about 32%; note: some compounds called inactive have numbers as strong as hits
IMP-1 inh = inhibitors of Pseudomonas aeruginosa IMP-1 metallo-beta-lactamase; 0.45% of 290,000 active; inhibition, % at 5.6 µM; purified IMP-1, nitrocefin hydrolysis, epi-absorbance fluorescence;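 active = inhibition above the mean plus 3 SD of all compounds in the same screening run, cut at about 4.5% in these data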;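 note: 0% = IMP-1 with DMSO and 100% = DMSO wells lacking enzyme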
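System: Purified recombinant IMP-1 metallo-beta-lactamase enzyme | Measured by: Fluorescence quenching readout, ex 480/em 530 nm | Replication: Singlicate | Incubation: 15 min preincubation plus 25 min reaction at 25 °C | Evaluation: Percent inhibition from optical density relative to buffer-blank wells | Benchmarks: DMSO with and without IMP-1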
p-CIP stab down = p/CIP protein destabilization | Q05BA5 | F442A p/CIP-EGFP cells, EGFP fluorescence, 16 h | decrease of EGFP signal, % at 10 µM | 0.01% of 290,000 active | AID 1984;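 active = EGFP signal decrease of at least 30% at 10 µM or well 3 SD below plate mean, unless failing retest; inactive = the rest, including hits failing retest or dose response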; note: some compounds called inactive have numbers as strong as hits; many of its hits are not listed in these tables
PHOSPHO1 block = PHOSPHO1 (human) inhibition; recombinant PHOSPHO1, absorbance phosphatase assay; inhibition, % at 13.3 µM; Q8TCT1; AID 1565; 1.1% of 290,000 active; in the data active = inhibition above about 60%
Target sequence (Q8TCT1 whole entry, looked up): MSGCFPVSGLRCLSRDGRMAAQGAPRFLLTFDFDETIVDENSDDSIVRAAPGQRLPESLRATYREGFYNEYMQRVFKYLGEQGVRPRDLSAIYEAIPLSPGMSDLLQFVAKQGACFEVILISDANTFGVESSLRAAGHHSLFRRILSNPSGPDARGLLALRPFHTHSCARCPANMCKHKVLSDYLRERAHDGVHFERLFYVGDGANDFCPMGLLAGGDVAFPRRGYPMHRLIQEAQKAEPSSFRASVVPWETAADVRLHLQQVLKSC
GPR7 antag = human neuropeptides B/W receptor 1 antagonism; P48145; GPR7-expressing cells, fluorescence antagonist assay; inhibition, % at 4.4 µM; 1.1% of 290,000 active; AID 1861; in the data active = inhibition above about 16%, passing the limit was not always enough;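 note: cells stimulated with the agonist NPW; 0% = agonist with vehicle and 100% = vehicle without agonist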
Target sequence (P48145 whole entry, looked up): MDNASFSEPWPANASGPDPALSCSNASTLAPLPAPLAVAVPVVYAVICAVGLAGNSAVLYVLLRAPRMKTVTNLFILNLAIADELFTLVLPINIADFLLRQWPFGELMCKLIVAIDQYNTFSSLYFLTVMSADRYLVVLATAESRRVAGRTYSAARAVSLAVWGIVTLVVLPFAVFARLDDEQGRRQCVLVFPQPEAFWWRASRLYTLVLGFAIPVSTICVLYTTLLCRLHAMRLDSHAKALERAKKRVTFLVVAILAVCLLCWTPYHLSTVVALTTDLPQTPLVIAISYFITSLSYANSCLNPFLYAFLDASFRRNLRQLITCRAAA
PfM18AAP inh = blocks P. falciparum M18 aspartyl aminopeptidase | recombinant PfM18AAP, H-Glu-NHMec fluorogenic cleavage | inhibition, % at 7.35 µM | 1.2% of 290,000 active;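 active = inhibition above the campaign mean inhibition over all tested compounds plus 3 SD, cut at about 28% in these data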;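 note: 0% = plate median of test compound wells and 100% = 2 mM ZnCl2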
The depositor's hits bear a star. Compounds were not picked by outcome; overall some 5.3% were active at least once.

O=C(NCc1ccncc1)c1ccc(Br)o1 was read as IDE inh -4, IDE cell activ 7, VIM-2 inh -6.0, NALP1 inh -6, IMP-1 inh -2.5, p-CIP stab down 1, PHOSPHO1 block 3, GPR7 antag -3 and PfM18AAP inh 2.
Screening CCOC(=O)C1CC(=O)c2cc(OC)c(OC)cc2C1 (configuration not stated) returned IDE inh -6, IDE cell activ 3, VIM-2 inh -1.9, NALP1 inh 11, IMP-1 inh -2.3, p-CIP stab down 1, PHOSPHO1 block -10, GPR7 antag -8 and PfM18AAP inh 1.
Screening CN(C)S(=O)(=O)Nc1ccc(Oc2ccccc2)cc1 returned IDE inh 3, IDE cell activ 1, VIM-2 inh -3.2, NALP1 inh -1, IMP-1 inh -1.2, p-CIP stab down 0, PHOSPHO1 block 2, GPR7 antag -6 and PfM18AAP inh 5.
For CC1Cc2ccccc2N1S(=O)(=O)c1ccc2c(c1)n(C)c(=O)c(=O)n2C (configuration not stated) the results were IDE inh -3, IDE cell activ 1, VIM-2 inh -3.8, NALP1 inh 24, IMP-1 inh -1.2, p-CIP stab down -1, PHOSPHO1 block 0, GPR7 antag 10 and PfM18AAP inh 0.
`Cc1cc(C)n(/N=C/c2ccc(C(C)C)cc2)c(=O)c1C#N` gave IDE inh 2, IDE cell activ 2, VIM-2 inh -2.9, NALP1 inh 18, IMP-1 inh 0.6, p-CIP stab down -6, PHOSPHO1 block -8, GPR7 antag -9 and PfM18AAP inh -6.
For Cc1ccc(NC(=O)CNCC2CCCCC2)cc1S(=O)(=O)N(C)C the results were IDE inh -1, IDE cell activ 4, VIM-2 inh -0.1, NALP1 inh -7, IMP-1 inh -1.3, p-CIP stab down -14, PHOSPHO1 block -17, GPR7 antag -4 and PfM18AAP inh 1.
O=C(Cc1ccc(Cl)cc1)N1CCOCC1 was read as IDE inh 3, IDE cell activ -4, VIM-2 inh -0.8, NALP1 inh 2, IMP-1 inh -3.9, p-CIP stab down 4, PHOSPHO1 block -23, GPR7 antag 8 and PfM18AAP inh 3.
Screening Oc1ccc(Nc2nc(-c3ccc(O)cc3)cs2)cc1 returned IDE inh 4, IDE cell activ -4, VIM-2 inh -0.6, NALP1 inh -24, IMP-1 inh -1.4, p-CIP stab down -3, PHOSPHO1 block 27, GPR7 antag -4 and PfM18AAP inh 8.
`COc1cc(C(=O)OCC(=O)NCc2ccco2)cc(OC)c1OC` gave IDE inh -2, IDE cell activ 2, VIM-2 inh -1.4, NALP1 inh 10, IMP-1 inh -2.0, p-CIP stab down -1, PHOSPHO1 block 10, GPR7 antag 7 and PfM18AAP inh 4.
For CCOc1ncccc1C(=O)OCC(=O)Nc1ccc(C(N)=O)cc1 the results were IDE inh 1, IDE cell activ 4, VIM-2 inh -2.0, NALP1 inh -6, IMP-1 inh -3.1, p-CIP stab down -5, PHOSPHO1 block 40, GPR7 antag -11 and PfM18AAP inh 4.

Next section, starting with the last 5 of the part before.
For Cc1ccc(NC(=O)CNCC2CCCCC2)cc1S(=O)(=O)N(C)C the results were IDE inh -1, IDE cell activ 4, VIM-2 inh -0.1, NALP1 inh -7, IMP-1 inh -1.3, p-CIP stab down -14, PHOSPHO1 block -17, GPR7 antag -4 and PfM18AAP inh 1.
O=C(Cc1ccc(Cl)cc1)N1CCOCC1 was read as IDE inh 3, IDE cell activ -4, VIM-2 inh -0.8, NALP1 inh 2, IMP-1 inh -3.9, p-CIP stab down 4, PHOSPHO1 block -23, GPR7 antag 8 and PfM18AAP inh 3.
Screening Oc1ccc(Nc2nc(-c3ccc(O)cc3)cs2)cc1 returned IDE inh 4, IDE cell activ -4, VIM-2 inh -0.6, NALP1 inh -24, IMP-1 inh -1.4, p-CIP stab down -3, PHOSPHO1 block 27, GPR7 antag -4 and PfM18AAP inh 8.
`COc1cc(C(=O)OCC(=O)NCc2ccco2)cc(OC)c1OC` gave IDE inh -2, IDE cell activ 2, VIM-2 inh -1.4, NALP1 inh 10, IMP-1 inh -2.0, p-CIP stab down -1, PHOSPHO1 block 10, GPR7 antag 7 and PfM18AAP inh 4.
For CCOc1ncccc1C(=O)OCC(=O)Nc1ccc(C(N)=O)cc1 the results were IDE inh 1, IDE cell activ 4, VIM-2 inh -2.0, NALP1 inh -6, IMP-1 inh -3.1, p-CIP stab down -5, PHOSPHO1 block 40, GPR7 antag -11 and PfM18AAP inh 4.
`C=CCn1c(SC(C)C(=O)NCc2ccc3c(c2)OCO3)nc2scc(-c3ccccc3)c2c1=O` (configuration not stated) gave IDE inh 0, IDE cell activ 8, VIM-2 inh -5.0, NALP1 inh -1, IMP-1 inh -2.0, p-CIP stab down -7, PHOSPHO1 block 0, GPR7 antag -12 and PfM18AAP inh 2.
`COc1ccccc1C(=O)Nc1ccc(S(=O)(=O)N2CCCC2)cc1` gave IDE inh 1, IDE cell activ -1, VIM-2 inh -1.6, NALP1 inh -5, IMP-1 inh -4.0, p-CIP stab down -17, PHOSPHO1 block -27, GPR7 antag -2 and PfM18AAP inh -10.
O=c1[nH]c(C2CCCN(S(=O)(=O)c3cccc(Cl)c3)C2)nc2c1nnn2Cc1ccc2c(c1)OCCO2 (configuration not stated) was read as IDE inh -1, IDE cell activ 2, VIM-2 inh -0.4, NALP1 inh 14, IMP-1 inh 3.0, p-CIP stab down -12, PHOSPHO1 block 24, GPR7 antag -8 and PfM18AAP inh 2.
`CC(=O)c1cc(C#N)c(N2CCN(c3ccccc3)CC2)nc1C` gave IDE inh 8, IDE cell activ 4, VIM-2 inh -0.7, NALP1 inh 20, IMP-1 inh -4.2, p-CIP stab down -7, PHOSPHO1 block 20, GPR7 antag -2 and PfM18AAP inh 0.
Screening COc1ccc(C(=O)Nc2cc(Cl)cc(Cl)c2)c(OC)n1 returned IDE inh 11, IDE cell activ 2, VIM-2 inh -3.9, NALP1 inh 10, IMP-1 inh -4.0, p-CIP stab down 9, PHOSPHO1 block 24, GPR7 antag -18 and PfM18AAP inh 8.
COc1cccc(C(=O)N2CCC(CCC(=O)Nc3cccc(C)c3)CC2)c1 was read as IDE inh 5, IDE cell activ -3, VIM-2 inh -1.6, NALP1 inh 6, IMP-1 inh -5.6, p-CIP stab down -9, PHOSPHO1 block 43, GPR7 antag 10 and PfM18AAP inh 3.
For COc1cc2c(cc1NC(=O)c1ccc(C)c([N+](=O)[O-])c1)oc1ccccc12 the results were IDE inh 2, IDE cell activ 3, VIM-2 inh -0.8, NALP1 inh 27, IMP-1 inh -2.7, p-CIP stab down -2, PHOSPHO1 block -21, GPR7 antag -5 and PfM18AAP inh -2.
For COC(=O)CSc1cc(SCC(=O)OC)c(C#N)c(SCC(=O)OC)c1 the results were IDE inh 2, IDE cell activ 0, VIM-2 inh -2.5, NALP1 inh 6, IMP-1 inh -3.5, p-CIP stab down 2, PHOSPHO1 block 46, GPR7 antag -18 and PfM18AAP inh 26.
Cc1occc1-c1nnc(SCC(=O)Nc2nccs2)n1Cc1ccco1 was read as IDE inh 3, IDE cell activ 1, VIM-2 inh -5.0, NALP1 inh 16, IMP-1 inh -1.3, p-CIP stab down -6, PHOSPHO1 block 30, GPR7 antag 14 and PfM18AAP inh 2.
NC(=O)c1cc2ccccc2o/c1=N\NC(=O)c1ccncc1 was read as IDE inh 7, IDE cell activ 3, VIM-2 inh 2.6, NALP1 inh 0, IMP-1 inh -2.8, p-CIP stab down -8, PHOSPHO1 block 44, GPR7 antag -6 and PfM18AAP inh 3.
`COc1ccc(CCNC(=O)Cn2nnc(-c3ccc(OC)c(OC)c3)n2)cc1OC` gave IDE inh 4, IDE cell activ -2, VIM-2 inh -4.5, NALP1 inh 15, IMP-1 inh -1.0, p-CIP stab down -12, PHOSPHO1 block 8, GPR7 antag -11 and PfM18AAP inh 5.
Screening CC1=C(/C=N/Nc2ccc([N+](=O)[O-])cc2[N+](=O)[O-])C(C)(C)CCC1 returned IDE inh -1, IDE cell activ 8, VIM-2 inh -6.1, NALP1 inh 22, IMP-1 inh -3.6, p-CIP stab down 0, PHOSPHO1 block -19, GPR7 antag -8 and PfM18AAP inh -5.
Screening CC(C)N(C)CCOC(=O)/C=C/c1ccccc1 returned IDE inh 5, IDE cell activ 0, VIM-2 inh -2.5, NALP1 inh 39, IMP-1 inh -3.1, p-CIP stab down -7, PHOSPHO1 block -8, GPR7 antag -4 and PfM18AAP inh -1.
For Cc1noc(C)c1COc1ccc(C(=O)OCC(=O)NC2CCCCC2C)cc1 (configuration not stated) the results were IDE inh 2, IDE cell activ -3, VIM-2 inh -4.1, NALP1 inh -20, IMP-1 inh -1.5, p-CIP stab down 3, PHOSPHO1 block 11, GPR7 antag -1 and PfM18AAP inh 2.
`COc1ccc(/C=C(/NC(=O)c2ccc(OC)c(OC)c2)C(=O)NCCc2c[nH]c3ccccc23)cc1` gave IDE inh 10, IDE cell activ 0, VIM-2 inh -2.7, NALP1 inh 3, IMP-1 inh -4.4, p-CIP stab down -17, PHOSPHO1 block 14, GPR7 antag -2 and PfM18AAP inh 2.
`C=CCn1c(SCc2c(F)cccc2Cl)nnc1-c1ccco1` gave IDE inh 0, IDE cell activ 4, VIM-2 inh -0.1, NALP1 inh 9, IMP-1 inh -3.2, p-CIP stab down -20, PHOSPHO1 block 31, GPR7 antag -8 and PfM18AAP inh -1.
CC1(C)CC(=O)C2=C(C1)N(c1ccc(Cl)cc1)C(=O)C2(O)C(F)(F)F (configuration not stated) was read as IDE inh 4, IDE cell activ -8, VIM-2 inh -1.2, NALP1 inh 11, IMP-1 inh -3.2, p-CIP stab down 2, PHOSPHO1 block 17, GPR7 antag -2 and PfM18AAP inh -1.
COc1cc(C(=O)NCCC(=O)N2CCCCC2)cc(OC)c1OC was read as IDE inh 4, IDE cell activ 1, VIM-2 inh 0.1, NALP1 inh -3, IMP-1 inh -2.2, p-CIP stab down 6, PHOSPHO1 block 40, GPR7 antag -4 and PfM18AAP inh 3.
Screening CCCCOC(=O)C1CN(c2ccccc2)N=C1C(C)=O (configuration not stated) returned IDE inh 3, IDE cell activ -3, VIM-2 inh -5.4, NALP1 inh 7, IMP-1 inh -2.0, p-CIP stab down 2, PHOSPHO1 block -1, GPR7 antag -1 and PfM18AAP inh 1.
COc1ccc(NC(=S)NC(=O)C2CCCCC2)cc1 was read as IDE inh -2, IDE cell activ 4, VIM-2 inh 0.5, NALP1 inh 19, IMP-1 inh -0.2, p-CIP stab down -12, PHOSPHO1 block 20, GPR7 antag 2 and PfM18AAP inh -17.
Screening CCC(C)(C)NC(=O)C(c1ccc(O)cc1)N(Cc1ccco1)C(=O)CCC(=O)Nc1ccccn1 (configuration not stated) returned IDE inh 3, IDE cell activ 0, VIM-2 inh 0.0, NALP1 inh 26, IMP-1 inh 1.4, p-CIP stab down -11, PHOSPHO1 block 14, GPR7 antag -4 and PfM18AAP inh -15.
